TbPYK inhibitor: blocks Trypanosoma brucei pyruvate kinase; Q57TT1; TbPYK enzyme, Kinase-Glo Plus ATP luminescence, 45 min; Potency, µM (highest dose often 76.8 µM), for the others: at the top dose activity, negative = inhibition, hits mostly inhibitors; hit rate 0.12% among 410,000; AID 624173; also: potency is read from the fitted curve at half-maximal effect; nearly all actives have a fitted effect of over 50% in size
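Glycolytic pyruvate kinase of T. brucei was incubated with substrate, test compound and 130 uM ADP for 45 minutes at room temperature. Luminescent Kinase-Glo Plus signal was measured after 10 minutes.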
LmPK inhibitor: inhibitors of Leishmania mexicana pyruvate kinase. Q27686. purified LmPK, Kinase-Glo ATP luminescence, 1 h. Potency, µM (top dose mostly 57.5 µM), without a hit: top-dose activity change, negative = inhibition, actives largely listed as inhibitors. hit rate 0.37% among 290,000; also: potency is read from the fitted curve at half-maximal effect
Target sequence (Q27686 whole entry, looked up): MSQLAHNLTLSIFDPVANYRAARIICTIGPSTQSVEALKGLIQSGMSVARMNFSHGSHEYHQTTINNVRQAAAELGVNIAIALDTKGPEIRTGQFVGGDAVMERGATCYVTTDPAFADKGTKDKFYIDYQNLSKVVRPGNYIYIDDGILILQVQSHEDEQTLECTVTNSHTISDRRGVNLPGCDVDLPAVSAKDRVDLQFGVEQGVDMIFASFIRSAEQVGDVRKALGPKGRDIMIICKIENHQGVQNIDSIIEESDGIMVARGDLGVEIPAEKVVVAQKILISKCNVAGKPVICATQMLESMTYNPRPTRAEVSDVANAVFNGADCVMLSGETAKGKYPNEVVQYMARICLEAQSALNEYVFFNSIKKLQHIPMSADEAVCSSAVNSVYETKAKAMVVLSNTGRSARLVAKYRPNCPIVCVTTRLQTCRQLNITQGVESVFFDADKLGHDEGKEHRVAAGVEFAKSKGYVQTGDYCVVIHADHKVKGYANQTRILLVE
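Purified LmPK (0.1 nM) with 0.5 mM PEP and 0.1 mM ADP in imidazole buffer pH 7.2 with MgCl2/KCl, 1 h at room temperature. ATP formed was read by luciferase luminescence and normalized to no-enzyme and uninhibited controls.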
Sm TGR inh: blocks Schistosoma mansoni thioredoxin glutathione reductase; Potency, µM (titrated, usually from 114 µM), without a hit: top-dose activity change, negative = inhibition, actives largely listed as inhibitors; Q962Y6; AID 485364; purified TGR, DTNB reduction, TNB absorbance 405 nm; hit rate 3% among 360,000; also: potency is read from the fitted curve at half-maximal effect; nearly all actives have a fitted effect of over 60% in size
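TGR 20 nM + NADPH 100 uM (dispensed conc.), cpd preinc 15 min RT; start with NADPH (500 uM addition) then DTNB (15 mM addition). Kinetic TNB absorbance, 405 nm filter. Four-parameter Hill fit across titration.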
AMA1-RON2 inh: AMA1-RON2 (P. falciparum) interaction inhibition | AlphaScreen AMA1-biotinylated RON2 peptide binding | Potency, µM (doses to about 58.2 µM), without a hit: top-dose activity change, negative = inhibition, actives largely listed as inhibitors | hit rate 0.2% among 360,000 | AID 720542;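 also: potency is read from the fitted curve at half-maximal effect; 0% = vehicle wells and -100% = peptide control; nearly all actives have a fitted effect of over 45% in size; some results filed as inactive show a strong effect at the top dose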
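AMA1 (3D7) with his tag at 25 nM final met compounds first, then biotinylated RON2 peptide at 25 nM; detection used donor plus acceptor beads, 10 µg/mL apiece, read by AlphaScreen after 30 min at room temperature.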
AmpC inh detg: blocks E. coli AmpC beta-lactamase in detergent assay | P00811 | AmpC hydrolysis of nitrocefin, absorbance 480 nm, 0.01% Triton | Potency, µM (doses to about 114 µM), inactives show at the highest dose activity change, negative = inhibition, usual class: inhibitors | hit rate 0.041% among 370,000 | AID 485294;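 also: potency is read from the fitted curve at half-maximal effect; 0% = no-compound wells and -100% = no-enzyme wells; nearly all actives have a fitted effect of over 25% in size; some results filed as inactive show a strong effect at the top dose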
Target sequence (P00811 whole entry, looked up): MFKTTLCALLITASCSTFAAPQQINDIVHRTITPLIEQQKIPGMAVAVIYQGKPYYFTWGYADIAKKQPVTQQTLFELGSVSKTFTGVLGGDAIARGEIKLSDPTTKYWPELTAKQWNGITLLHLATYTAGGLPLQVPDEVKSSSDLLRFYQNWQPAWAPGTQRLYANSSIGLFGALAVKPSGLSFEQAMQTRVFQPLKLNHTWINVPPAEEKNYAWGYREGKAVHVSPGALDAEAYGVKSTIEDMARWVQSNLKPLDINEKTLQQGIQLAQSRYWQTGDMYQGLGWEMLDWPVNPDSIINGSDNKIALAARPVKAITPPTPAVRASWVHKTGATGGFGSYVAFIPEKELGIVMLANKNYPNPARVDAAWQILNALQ
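AmpC (5.3 nM in the dispensed reagent) in 20 mM phosphate pH 7.0 with 0.01% (detergent screen) or 0.0001% Triton X-100 was preincubated with compounds for 15 min at room temperature. Nitrocefin was then added from an 800 uM solution, and hydrolysis was followed at 480 nm.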
HCMV antiviral: inhibitors of human cytomegalovirus; activity change, negative = inhibition, % at 57.5 µM; HFF cells, HCMV-luciferase reporter, 72 h; active compounds read low; hit rate 4.5% among 410,000; in the data active = activity change below about -60%; inconclusive = no clear call, values can overlap the other calls; inactive = above about -39%
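After 16 h attachment at 37C, HFF cells received test compound and HCMV-luciferase (1 PFU/cell); reporter luminescence read 72 h later, data normalized against buffer-only and known inhibitor Salinomycin.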
AmpC no deterg: AmpC beta-lactamase inhibition without detergent | P00811 | AmpC nitrocefin hydrolysis, absorbance 480 nm, 0.0001% Triton | Potency, µM (series often up to 57.1 µM), without a hit: top-dose activity change, negative = inhibition, most hits filed as inhibitors | hit rate 0.52% among 330,000 | AID 485341;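 also: potency is read from the fitted curve at half-maximal effect; plate controls were no compound for no effect and no enzyme for full effect; nearly all actives have a fitted effect of over 20% in size; some results filed as inactive show a strong effect at the top dose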
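AmpC (5.3 nM in the dispensed reagent) in 20 mM phosphate pH 7.0 with 0.01% (detergent screen) or 0.0001% Triton X-100 was preincubated with compounds for 15 min at room temperature. Nitrocefin was then added from an 800 uM solution, and hydrolysis was followed at 480 nm.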
An asterisk follows results filed as active; ? = inconclusive; / = not tested or not shown; [ ] = dose if it differs, or a comment. Unless noted, calls follow the shape of the dose curve; as a rule, active = well fitted curve in the direction sought with a large enough effect; inconclusive = small, poorly fitted or top-dose-only effect, or another doubt; inactive = no such curve, though single readings can be large; an effect the other way counts as inactive or inconclusive. Unless noted, % is scaled to controls: 0 for no effect and ±100 for the full control effect.

Preview, five compounds:
SMILES | TbPYK inhibitor | LmPK inhibitor | Sm TGR inh | AMA1-RON2 inh | AmpC inh detg | HCMV antiviral | AmpC no deterg
Cc1cc(C)cc(Oc2nc3c(C)cccn3c(=O)c2/C=C(\C#N)C(=O)NC2CCS(=O)(=O)C2)c1 (stereo not given) | -12% | 5% | -2% | -1% | -22% | 45 | -4%
CCOc1ccccc1C(=O)Nc1nncs1 | 0% | -3% | 27% | -7% | -7% | -15 | -13%
COc1cccc(CN2CCC2(C)C(=O)Nc2ccc3c(c2)OCO3)c1F (stereo not given) | 1% | / | / | 0% | / | -35 | /
CCOC(=O)C1CCN(c2c(C(=O)c3ccccc3)cnc3ccc(CC)cc23)CC1 | -3% | -5% | -3% | -13% | 1% | -3 | -32%
COc1cccc(C(=O)N2CCC(c3nc4ccccc4s3)CC2)c1 | -4% | / | 3% | / | 13% | -2 | /

Main list, from the first entry:
SMILES | TbPYK inhibitor | LmPK inhibitor | Sm TGR inh | AMA1-RON2 inh | AmpC inh detg | HCMV antiviral | AmpC no deterg
Cc1cc(C)cc(Oc2nc3c(C)cccn3c(=O)c2/C=C(\C#N)C(=O)NC2CCS(=O)(=O)C2)c1 (stereo not given) | -12% | 5% | -2% | -1% | -22% | 45 | -4%
CCOc1ccccc1C(=O)Nc1nncs1 | 0% | -3% | 27% | -7% | -7% | -15 | -13%
COc1cccc(CN2CCC2(C)C(=O)Nc2ccc3c(c2)OCO3)c1F (stereo not given) | 1% | / | / | 0% | / | -35 | /
CCOC(=O)C1CCN(c2c(C(=O)c3ccccc3)cnc3ccc(CC)cc23)CC1 | -3% | -5% | -3% | -13% | 1% | -3 | -32%
COc1cccc(C(=O)N2CCC(c3nc4ccccc4s3)CC2)c1 | -4% | / | 3% | / | 13% | -2 | /
COc1ccc(N2CCN(C(=O)c3cc(=O)c4cc(C)ccc4o3)CC2)cc1 | -4% | -2% | -1% | -14% | -3% | 6 | 65%
CN1CCN(C(=O)c2cc(C(C)(C)C)cc(C(C)(C)C)c2)CC1 | 3% | -3% | 0% | 11% | 4% | -40 | 96%[activator]
CC1=C(C(N)=O)C(c2ccccn2)n2nc(SCc3ccccc3)nc2N1 (stereo not given) | -11% | 8% | -29% | 16% | 1% | 12 | -18%
CC1Cc2ccccc2N1C(=O)CSc1nnc(Cn2nnc3ccccc32)n1C (stereo not given) | -4% | 1% | -3% | -10% | ? | 1 | 37%
Cc1ccc(C(C)C)c(OCc2nnc(SCC(=O)Nc3ncc(C)s3)n2C)c1 | 2% | 7% | 4% | 17% | 4% | -9 | 3%
CCc1ccc(CSc2nc(-c3ccccc3F)nc3c2Cc2c(CO)cnc(C)c2O3)cc1 | 4% | / | -5% | / | 5% | 22 | /
CC(=O)NC(CCS(C)(=O)=O)C(=O)Nc1ccc(F)cc1Cl (stereo not given) | -4% | -8% | 13% | 3% | 5% | -6 | -9%
CCOc1ccc(N2C(=O)NC(=O)/C(=C/c3cnc(SC)nc3)C2=O)cc1 | ? | 11% | 8.9µM* | 5% | 2% | -15 | -29%
O=c1c2c3c(sc2nc2n1CCCC2)CCCC3 | -3% | -7% | 2% | -14% | ? | ? | -13%
CN(C)c1ccc(/C=N/NC(=O)Cn2nnc3ccccc32)cc1 | -6% | -4% | 8% | 17% | -2% | -6 | -19%
CCc1ccc(Oc2coc3cc(OC(=O)c4cc5ccccc5oc4=O)ccc3c2=O)cc1 | 3% | -5% | 2% | -10% | -19% | -14 | -23%
CCC(C)Nc1c([N+](=O)[O-])cc(C)cc1[N+](=O)[O-] (stereo not given) | 7% | -7% | -15% | 16µM* | -1% | 25 | -23%
CS(=O)(=O)Nc1ccc(C2=NN(C(=O)c3ccco3)C(c3ccccc3F)C2)cc1 (stereo not given) | 3% | 2%[11.5 µM] | -29% | 2% | 8% | -27 | -43%
Cc1cccc(NC(=O)NCC2CCN(c3ccc(S(=O)(=O)N4CCOCC4)cc3)CC2)c1 | -1% | -4% | -3% | -17% | -4% | -9 | 0%
CC1CC(C)CN(S(=O)(=O)c2cc(C(=O)O)c(Cl)s2)C1 (stereo not given) | -10% | -1% | -14% | 5%[2.32 µM] | -3% | 3 | -21%
O=S(=O)(NCC1COc2ccccc2O1)c1ccc2ccccc2c1 (stereo not given) | -15% | -1% | -2% | -3% | ? | -3 | -25%
COc1ccc(OC)c(Cc2nnc(CCC(=O)N3CCN(C4CCCC4)CC3)o2)c1 | 1% | 1% | -24% | -9% | -12% | 76 | 62%[activator]
O=C(COc1ccc(Cl)cc1)Nc1cc(NC(=O)COc2ccc(Cl)cc2)cc(C(=O)O)c1 | 0% | -4% | ? | -5% | ? | 5 | -3%
COc1cc(/C=C2\SC(=Nc3ccc(O)cc3)NC2=O)cc(OC)c1O | -1% | -10% | -9% | -6% | -5% | 76 | -55%
COC(=O)c1c(NC(=O)COC(=O)[C@@H](NS(=O)(=O)c2cccc(Cl)c2)C(C)C)sc2c1CCC2 | -4% | 1% | 3% | -2% | -8% | 10 | -38%

(more compounds)
SMILES | TbPYK inhibitor | LmPK inhibitor | Sm TGR inh | AMA1-RON2 inh | AmpC inh detg | HCMV antiviral | AmpC no deterg
COc1ccc(-n2nnnc2C(c2ccccc2)N2CCC(n3c(=O)[nH]c4ccccc43)CC2)cc1 (stereo not given) | 4% | / | / | -21% | / | -18 | /
O=C1NC(=O)N(c2ccccc2)C(=O)/C1=C\c1ccc2c3c(cccc13)CC2 | / | 1% | 25µM* | / | -3% | / | -28%
CCOC(=O)C1(Cc2cccc(Cl)c2)CCCN(C(=O)CCNC(C)=O)C1 (stereo not given) | 2% | -5% | 0% | 11% | -13% | 25 | 62%[activator]
CCCn1c(=O)[nH]c(=O)c2c1nc(-c1ccc(OC(F)F)cc1)n2CCN1CCOCC1 | -13% | -10% | -1% | 0% | 1% | 25 | 8%
COc1cccc(NC(=O)CN2CCCN(S(=O)(=O)c3ccc(Br)cc3)CC2)c1 | 2% | / | -18% | / | -3% | -20 | /
CCCCN(CC)CCNC(=O)CN1C(=O)COc2ccc(S(=O)(=O)N3CCOCC3)cc21 | -5% | / | -3% | / | -6% | -4 | /
CN(C)C(=O)c1cc(C(=O)c2ccccc2Br)c[nH]1 | -2% | -2% | -6% | 2% | 1% | / | -10%
CN(C)S(=O)(=O)c1cccc(C(=O)NCCNC(=O)c2cccc(S(=O)(=O)N(C)C)c2)c1 | -23% | -2% | 1% | 8% | 5% | 17 | 10%
COC(=O)Oc1ccc(/C=N/NS(=O)(=O)c2ccccc2)cc1OC | 1% | 9% | -21% | -4% | ? | 18 | -23%
CCCSc1nnc(NC(=O)CCc2ccccc2)s1 | 0% | -2% | -28% | 11% | -6% | -31 | -22%
O=C(NCc1ccccn1)c1cccc(NS(=O)(=O)c2cccc(Cl)c2)c1 | 5% | 2% | 0% | -10% | -9% | -27 | -9%
CC1=C(C(=O)NC2CCCc3c2cnn3-c2ccc(F)cc2F)OCCO1 (stereo not given) | -5% | 0% | -4% | 2% | 2% | ? | -5%
N#Cc1c(C(F)(F)F)cc(-c2cccs2)nc1SCC(=O)Nc1ccc(F)cc1 | -14% | / | -1% | / | 9% | -17 | /
N#Cc1sc2nc(-c3ccccc3)cc(-c3ccco3)c2c1N | -5% | -1% | 40µM* | -28% | 2% | 9 | ?
COc1cc(OC)c(S(=O)(=O)Nc2ccccc2NC(=O)CN2CCOCC2)cc1NC(C)=O | -5% | 0% | 1% | 63%[activator] | -2% | 42 | 1%
Cc1cccc(N2CC(C(=O)Nc3ccc(S(=O)(=O)N4CCOCC4)cc3)CC2=O)c1 (stereo not given) | 0% | -8% | 0% | 9% | -6% | -18 | 72%[activator]
O=C(CNC(=O)c1ccc(F)cc1)N/N=C/c1cc(Br)ccc1OCc1ccccc1 | -3% | 1% | 4% | 32%[activator] | -2% | 10 | ?
CCCCC(=O)N/N=C/c1ccc(-c2ccc([N+](=O)[O-])cc2)o1 | 6% | 5% | 1% | -22% | 3% | ? | -15%
C=C(C)C1(CCCC)C(=O)NC(=S)NC1=O | -8% | / | / | 25% | / | -1 | /
O=C(NC1CC2CCCC(C1)N2C(=O)Nc1ccccc1F)C1CC1 (stereo not given) | 0% | -5% | -6% | -11% | ? | 11 | -10%
CCCNC(=O)Cn1c(=O)/c(=C/c2ccc(-c3cccc([N+](=O)[O-])c3)o2)s/c1=C\C(=O)C(C)(C)C | -3% | / | / | 19% | / | -34 | /
Cc1cccc(OCC(O)CN2CCN(S(=O)(=O)c3ccc(C)cc3C)CC2)c1 (stereo not given) | 3% | -1% | -10% | -8% | 2% | ? | 72%[activator]
COc1ccc(-c2nn(-c3ccccc3)cc2/C=C/C(=O)N2CCN(c3ccccn3)CC2)cc1 | 2% | 0% | 24% | -24% | 4% | -34 | -7%
CCC1C(C#N)=C(SCC(N)=O)NC2=C1C(=O)CC(C)(C)C2 (stereo not given) | -11% | 0% | 19% | -5% | 2% | 20 | -6%
Fc1ccc(-c2ccc(NCCN3CCOCC3)nn2)cc1 | -3% | -3% | 5% | 16% | 6% | 56 | -8%
COc1ccc(C(=O)Nc2ccc(-n3nncc3C(C)(C)C)cc2)cc1 | -1% | 0% | -3% | 3% | 2% | -37 | -4%
Fc1ccc(/C=N/NC(=S)NCCc2ccccc2)cc1F | -10% | -5% | 9% | 60%[activator] | 5% | -28 | -31%

Quoted from the listing:
`COc1ccc(-c2nn(-c3ccccc3)cc2/C=C/C(=O)N2CCN(c3ccccn3)CC2)cc1` @ TbPYK inhibitor = 2%
`COc1ccc(-n2nnnc2C(c2ccccc2)N2CCC(n3c(=O)[nH]c4ccccc43)CC2)cc1` (stereo not given) @ HCMV antiviral = -18
`O=C(CNC(=O)c1ccc(F)cc1)N/N=C/c1cc(Br)ccc1OCc1ccccc1` @ LmPK inhibitor = 1%
`CCCSc1nnc(NC(=O)CCc2ccccc2)s1` @ TbPYK inhibitor = 0%
`COc1cc(OC)c(S(=O)(=O)Nc2ccccc2NC(=O)CN2CCOCC2)cc1NC(C)=O` @ Sm TGR inh = 1%

Retrieved one by one from the entries so far:
SMILES | TbPYK inhibitor | LmPK inhibitor | Sm TGR inh | AMA1-RON2 inh | AmpC inh detg | HCMV antiviral | AmpC no deterg
CCCCC(=O)N/N=C/c1ccc(-c2ccc([N+](=O)[O-])cc2)o1 | 6% | 5% | 1% | -22% | 3% | ? | -15%
CC1=C(C(=O)NC2CCCc3c2cnn3-c2ccc(F)cc2F)OCCO1 (stereo not given) | -5% | 0% | -4% | 2% | 2% | ? | -5%

Bioassay records (PubChem BioAssay)
